High-throughput results: PubChem BioAssay, several laboratories
Vc quorum ag = quorum light induction in luxS cqsA deficient V. cholerae; V. cholerae BH1578 lux reporter, luminescence, 6 h; actives 0.16% (n = 350,000); AID 588436; activation, % at 18.7 µM; in the data active = activation mostly above about 9.7%, no sharp cut-off; inconclusive = no clear call, values can overlap the other calls; inactive = mostly below about 3.7%; also: not every result past the cut was called active; inactives centre near 0; reference of the scale not given here
Y pestis TopoI = inhibitors of Yersinia pestis topoisomerase I; Y. pestis Topo-I cleavage product accumulation, plate reader; activity, % at 10 µM; actives 0.064% (n = 360,000); AID 504884; in the data active = activity above about 50%, passing the limit was not always enough; inconclusive = no clear call, values can overlap the other calls; also: inactives centre near 2
BoNT-A LC inh2 = blocks Botulinum neurotoxin A light chain protease; inhibition, % at 10 µM; actives 0.17% (n = 360,000); multiplex microsphere protease substrate cleavage, flow cytometry; AID 588499; also: plate controls were buffer without enzyme for full effect and enzyme alone for no effect
PrPC TRFRET = reduces human prion protein on the cell surface | inhibition, % at 13.8 µM | cell surface PrPC, TR-FRET read-out | actives 0.43% (n = 370,000) | P04156; in the data active = inhibition above about 24%; also: 0% = median of the test wells and 100% = reference compound wells
PfHsp40 rescue = restores yeast growth despite PfHsp40 toxicity. AID 504582. growth rescue, % at 12.5 µM. S. cerevisiae expressing PfHsp40, growth rescue, ATP luminescence. actives 0.68% (n = 340,000); in the data active = growth rescue above about 28%, passing the limit was not always enough; inconclusive = no clear call, values can overlap the other calls;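 also: yeast W303a lacking pdr1 and pdr3 grown in galactose medium; growth measured after three days at 30 °C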
SARS 3CLpro inh = SARS-CoV 3CLpro protease inhibition; P0C6X7; inhibition, % at 6 µM; recombinant SARS-CoV 3CLpro, quenched FRET peptide cleavage; AID 1706; actives 0.14% (n = 290,000); in the data active = inhibition above about 12%
TcdB GH inh = TcdB glycohydrolase inhibition | P18177 | TcdB glycohydrolase enzymatic assay, plate reader | inhibition, % at 9.99 µM | actives 0.24% (n = 350,000) | AID 652162; in the data active = inhibition above about 10%
Anthrax LF prot = blocks Bacillus anthracis lethal factor protease; P15917; multiplex microsphere protease cleavage assay, LF; inhibition, % at 10 µM; actives 0.12% (n = 360,000); AID 588501; also: plate controls were buffer without enzyme for full effect and enzyme alone for no effect
PriA SSB inh = blocks PriA binding to SSB C-terminal tail; AlphaScreen SSBct-PriA binding, biotinylated peptide; inhibition, % at 33 µM; actives 0.6% (n = 430,000); AID 1272365; in the data active = inhibition mostly above about 37%, no sharp cut-off; inactive = mostly below about 20%;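 also: plate controls were negative control peptide for no effect and reference peptide for full effect; strong numbers were not always called active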
* hit, by the source's call; i = inactive; ? = inconclusive; . = not tested or not shown. Rule as the data show it, unless noted: active = inhibition above about 30%; inconclusive = no clear call, values can overlap the other calls; inactive = below that. An excerpt (hit frequency here may not be typical).

SMILES	Vc quorum ag	Y pestis TopoI	BoNT-A LC inh2	PrPC TRFRET	PfHsp40 rescue	SARS 3CLpro inh	TcdB GH inh	Anthrax LF prot	PriA SSB inh
COCCCNc1nc2nonc2nc1N1CCC(C(C)N2CCOCC2)CC1 (stereo unspecified)	0.8	1	-0.2	-4	-0.9	0	0.3	-7	-31
CSCC[C@H](NC(=O)c1cccc([N+](=O)[O-])c1C)c1nc2ccccc2[nH]1	i	-5	0.3	-2	5.8	4	.	1	-3
CCc1n[nH]c(=S)n1N=C1CCC(C)CC1 (stereo unspecified)	0.8	-4	-1.2	9	0.0	-3	0.9	-2	-4
Cc1ccc(-n2c(C)cc(=O)cc2C)c(C)c1	i	-6	-0.1	-2	0.6	3	0.9	-1	-7
Cc1sc(N2C(=O)C3C(C2=O)[C@H]2C=C[C@@H]3C2)c(C#N)c1C (stereo partly specified)	i	-11	0.2	0	0.2	2	1.8	-3	3
CC(C)CN1C(=S)SC(C)(C)C1n1oc(=O)n(-c2ccc(Cl)cc2)c1=O (stereo unspecified)	i	5	-1.1	.	6.8	0	.	-1	-7
Cc1onc(-c2c(F)cccc2Cl)c1C(=O)Oc1ccccc1	.	.	0.5	-4	.	.	1.0	-15	.
Cc1ccc(N2CN=C3SCC(=O)N3C2)cc1C	-0.8	6	0.3	-3	-1.0	2	-1.6	2	3
CSc1ncnc2c1ncn2CCCNc1ccc(C)c(C)c1	-0.3	6	-0.2	5	.	.	1.5	-6	.
Cc1ccccc1CN(C)C(=O)COC(=O)CSc1ccc([N+](=O)[O-])cc1	1.9	17	-2.4	-3	-0.9	.	-1.5	-1	-4

As entered above:
Cc1ccc(N2CN=C3SCC(=O)N3C2)cc1C – Y pestis TopoI = 6
COCCCNc1nc2nonc2nc1N1CCC(C(C)N2CCOCC2)CC1 (stereo unspecified) – Anthrax LF prot = -7
Cc1ccc(-n2c(C)cc(=O)cc2C)c(C)c1 – PriA SSB inh = -7

Additional compounds.
SMILES	Vc quorum ag	Y pestis TopoI	BoNT-A LC inh2	PrPC TRFRET	PfHsp40 rescue	SARS 3CLpro inh	TcdB GH inh	Anthrax LF prot	PriA SSB inh
COc1ccc(N2CC(C(=O)Nc3nnc(SCCC4OCCO4)s3)CC2=O)cc1 (stereo unspecified)	i	27	-4.5	1	1.0	1	-1.7	-1	3
O=C(/C=C/c1cccc(Br)c1)c1ccc2c(c1)OCO2	-0.1	6	0.9	-1	3.0	-1	-1.2	-1	2
c1ccc(Cn2ncc3ccccc32)cc1	-1.1	-5	0.2	0	-0.9	2	1.3	0	-18
CCCc1cc(=O)oc2cc(C)cc(OC(C)C(=O)N[C@@H](Cc3c[nH]c4ccccc34)C(=O)O)c12 (stereo partly specified)	-0.3	5	0.3	.	0.9	0	.	-4	13
Cc1cc(N2CCCC2=O)c(N)cc1N	i	4	0.5	-1	-1.0	6	.	1	-2
COc1cc(OC)c(C(=O)OCC(=O)N(Cc2ccccc2)C(C)(C)C)cc1OC	-0.5	21	-0.8	-4	-0.9	3	1.1	0	5
Cc1ccc(NC(=O)CSCc2cc(=O)n3nc(C4CC4)sc3n2)cc1	2.6	-8	-0.1	-3	0.0	0	0.9	-4	-8
CCc1cccc(CC)c1NC(=O)Cn1c(-c2ccccc2Cl)nc2ccccc21	0.3	-2	-0.3	4	-0.5	-4	.	-2	2
O=CN/N=C/c1c(O)ccc2ccccc12	0.3	-2	2.8	-6	-1.3	-2	0.0	1	.
CC(=O)c1cccc(NC(=O)N2CCCCCC2)c1	-0.8	1	16	6	-1.4	-1	0.4	8	2

Given with bars between the fields: 2 of the compounds above
canonical_smiles | Vc quorum ag | Y pestis TopoI | BoNT-A LC inh2 | PrPC TRFRET | PfHsp40 rescue | SARS 3CLpro inh | TcdB GH inh | Anthrax LF prot | PriA SSB inh
Cc1ccc(N2CN=C3SCC(=O)N3C2)cc1C | -0.8 | 6 | 0.3 | -3 | -1.0 | 2 | -1.6 | 2 | 3
O=CN/N=C/c1c(O)ccc2ccccc12 | 0.3 | -2 | 2.8 | -6 | -1.3 | -2 | 0.0 | 1 | .

More structures
SMILES	Vc quorum ag	Y pestis TopoI	BoNT-A LC inh2	PrPC TRFRET	PfHsp40 rescue	SARS 3CLpro inh	TcdB GH inh	Anthrax LF prot	PriA SSB inh
CCCNc1nc(Cl)nc(Nc2ccc(Cl)cc2)n1	2.7	-18	2.4	2	-1.5	1	1.3	12	0
CCn1c(=O)c(CCC(=O)NCCN2CCOCC2)c(C)c2c(C)nn(-c3cccc(C)c3)c21	-0.9	15	-0.4	1	0.8	5	0.7	1	-4
CCCCC(=O)Nc1nc(C)c(-c2csc(Nc3ccccc3OC)n2)s1	i	-17	0.5	7	0.3	5	-3.9	-2	23
Cc1ccc(C(C(=O)NC2CCCCC2)N(Cc2ccccc2)C(=O)Cc2c[nH]c3ccccc23)o1 (stereo unspecified)	-0.8	22	-0.1	16	3.0	5	.	-3	3
O=c1cc(NCCO)c2ccccc2o1	i	-4	-0.4	3	-0.8	-2	.	-6	2
CCC(O)C(C)(C)C (stereo unspecified)	-0.3	0	1.0	-3	-1.9	.	1.2	-3	4
Cc1coc2c(C)c3oc(=O)c(CCC(=O)N(C)CC(=O)O)c(C)c3cc12	i	3	-2.6	4	-1.2	-6	-0.6	0	3
CCc1ccc(/C(C)=N/NC(=O)c2ccccn2)cc1	i	7	-1.1	-1	0.9	-3	-2.3	-2	.
O=C(NCc1ccccc1)c1ccc(Oc2ccc(C(=O)NCc3ccccc3)cc2)cc1	i	3	0.0	0	0.3	-4	.	1	-9
Cc1ccc[n+](/C(C(=S)NCc2ccco2)=C(/[O-])c2ccccc2Cl)c1	-0.3	-11	4.4	-2	-0.5	5	.	-8	.
OC1CCC2CN3CCc4c([nH]c5ccccc45)C3CC2C1 (stereo unspecified)	-0.3	-1	4.1	-18	.	.	-0.6	-13	.
CC(C)c1ccc(NC(=O)COC(=O)/C=C/c2cccc([N+](=O)[O-])c2)cc1	-0.2	6	-0.6	3	0.4	3	-0.4	-3	-15
C/C(=N\NC(=O)c1ccc(Cn2cc([N+](=O)[O-])cn2)o1)c1cccc(NC(=O)C(C)C)c1	-0.2	-2	-1.4	-6	-0.5	1	0.2	3	.
CC(Cc1cccnc1)NC(=O)c1ccccc1OC1CCN(S(C)(=O)=O)CC1 (stereo unspecified)	-0.5	-6	-0.7	2	2.2	4	3.3	-7	-6
COCCNC(=O)CN1CCCCCC1	i	3	-0.4	2	0.0	0	0.3	6	-14
CC1(C)CC(=O)c2sc(NC(=O)CN3CCCCC3)nc2C1	-1.0	-5	-1.1	-5	-0.1	0	.	0	-4
Cc1cc(-c2nnc(CCC(=O)N(CC3CC3)CC3CCCO3)o2)no1 (stereo unspecified)	i	5	-0.2	-6	0.2	-4	0.4	0	6
O=C(Cc1ccc(O)cc1)NC1CCCCCC1	0.1	-4	0.8	-1	-0.1	4	0.9	-2	-13
O=C(Nc1ccccc1C(=O)NCc1cccnc1)c1ccccc1F	-0.1	-3	-0.8	0	1.8	3	1.5	3	0
C[C@H]1CN([C@@H](C)CO)C(=O)c2cccc(NC(=O)C3CC3)c2O[C@H]1CN(C)S(=O)(=O)c1cccs1	24	8	-0.7	4	-1.3	.	-0.1	0	4
CCC1=Nc2cc(C(=O)NCC3CCCO3)ccc2Sc2ccc(Br)cc21 (stereo unspecified)	3.1	26	-1.5	15	3.2	2	-2.4	-6	-5
Cc1cc(C)cc(OCC(=O)NNC(=O)CCN2C(=O)c3ccccc3C2=O)c1	-0.2	4	-0.4	-3	0.6	-2	-1.6	-2	2
C/C(=N\NC(=O)c1ccccc1)c1ccccc1F	-1.1	0	0.2	5	0.1	2	0.6	0	.
N#Cc1nc(-c2cccc3ccccc23)oc1NCC1CCCO1 (stereo unspecified)	0.4	4	-4.9	-8	.	3	0.0	-6	-9
COc1cccc(NS(=O)(=O)c2ccc3[nH]cc(C(=O)NCCC(C)C)c(=O)c3c2)c1	i	-12	0.0	6	-1.0	-7	.	0	-24
COc1ccc2c(c1OC)C(=O)OC2Nc1nc(-c2cc3ccccc3oc2=O)cs1 (stereo unspecified)	-0.4	-6	0.5	-24	-1.9	-2	.	-2	-16
CC(OC(=O)c1cc[n+]([O-])cc1)C(=O)Nc1ccc(Cl)cn1 (stereo unspecified)	-0.2	-6	-0.4	2	1.7	1	.	-6	-14
O=C(CSc1nnc(CNC(=O)c2c(F)cccc2F)o1)NCc1ccc(F)cc1	i	9	-2.4	-4	-0.9	2	-0.8	1	-6
CC(C)(C)NC(=O)C1CC(=O)OC12CCOC(C)(C)C2 (stereo unspecified)	i	0	0.7	2	-1.4	2	1.1	-1	-1
O=C(NCC1CCCO1)C1CCN(CC2CCCCC2)CC1 (stereo unspecified)	i	-6	-0.2	0	-0.5	3	.	-2	-4
COc1cc(SC)ccc1C(=O)Nc1cccc(S(=O)(=O)NC2=NCCC2)c1	-1.6	21	1.3	0	-0.2	.	2.1	-1	2
C[C@@H]1O[C@@H](O[C@H]2[C@H](O)[C@@H](O)[C@H](Oc3c(-c4ccc(O)cc4)oc4cc(O)cc(O)c4c3=O)O[C@@H]2CO)[C@H](O)[C@H](O)[C@H]1O	2.4	-1	-1.4	3	-2.2	.	-2.0	-17	6
OC[C@H]1O[C@@H](n2cnc3cc(Cl)c(Cl)cc32)[C@H](O)[C@@H]1O	-3.0	13	-1.0	-3	0.4	.	1.5	-6	-11
O=C(Cn1cnc2c(cnn2-c2ccccc2)c1=O)N1CCCc2ccccc21	i	19	-0.4	0	4.0	-5	.	1	-8
Cc1ccccc1NC(=O)c1cccc(N2C(=O)C3C4CCC(C4)C3C2=O)c1 (stereo unspecified)	i	-12	?	-1	-0.4	-1	.	-1	0
Cc1ccc(-c2c[n+]3c(n2-c2ccccc2)SCC3)cc1	-0.6	-4	-5.2	11	-0.8	0	-1.1	9	-6
COc1cc(NC(=O)c2cccs2)c(OC)cc1NC(=O)CCC(=O)Nc1cccc2ncccc12	-0.6	17	-0.7	-4	1.3	1	-0.5	-2	3
Cc1ccc(S(=O)(=O)N(CC(O)CN2C(=O)NC(C)(C)C2=O)c2ccccc2)cc1 (stereo unspecified)	-0.6	4	-0.5	-2	-0.3	0	.	1	-1
O=C(NNC(=O)c1ccc(O)c(Cl)c1)c1cccc(S(=O)(=O)N2CCOCC2)c1	-3.8	-5	-3.4	2	0.2	.	-1.2	-6	-13
CCOc1ccccc1N1CCN(c2nc(N)c(C#N)c(CC#N)c2C#N)CC1	1.8	4	0.1	4	0.9	-2	.	1	11
Cc1cccn2cc(-c3cccc(S(=O)(=O)N4CCCCC4)c3)nc12	i	23	-1.6	10	0.0	-1	0.7	-2	-6
CC1=[N+](C)N(c2ccccc2)C(=O)C1N=C/C=C/c1ccccc1 (stereo unspecified)	-0.7	-3	0.8	0	-1.2	-1	-0.1	1	2
Nc1nnc(SCC(=O)NC2CCCCC2)s1	-0.4	-4	-0.9	-3	-0.3	4	.	0	-14
CCn1c(SCC(=O)NCCc2ccc(F)cc2)nnc1-c1cccs1	i	6	-0.3	-1	-0.4	-1	-0.7	-3	-14
CC(=O)Nc1nc2ccccc2n1CCN1CCOCC1	i	5	?	0	-1.4	4	.	-6	-17
Cc1c(CCC(=O)O)c(=O)oc2cc(O)ccc12	0.8	4	-0.2	1	-0.1	1	.	4	-1
Cc1ccc(Nc2nnc(C)c3ccccc23)c(C)c1	-0.3	-9	-0.4	2	-0.4	.	-0.5	-6	3
Cc1cc(NS(=O)(=O)c2ccc(NC(=O)c3ccoc3C)cc2)nc(C)n1	.	4	0.7	5	-0.5	-3	.	0	3
c1cncc(C(c2nnnn2C2CCCC2)N2CCN(Cc3ccc4c(c3)OCO4)CC2)c1 (stereo unspecified)	i	5	-1.2	-2	-0.1	-4	.	-4	-10
Cc1cccc2c1NC(=O)C2=Nc1ccc(Cl)cc1	-0.5	2	-2.0	0	-1.2	2	1.6	-10	-6
Cc1cc(-c2ccc(S(=O)(=O)N3CCN(c4cccc(C(F)(F)F)c4)CC3)s2)on1	0.7	20	-2.6	-4	0.0	10	-1.5	1	-5
NS(=O)(=O)c1ccc(CCNS(=O)(=O)c2cccc3cccnc23)cc1	i	-6	-2.7	2	0.6	2	-1.8	0	0
